High-throughput results deposited in PubChem BioAssay by National Center for Advancing Translational Sciences (NCATS).
D1 antag: human D1 dopamine receptor antagonism. activity change, negative = inhibition, % at 10 µM. hit rate 3.2% among 360,000. AID 504652. P21728. HEK293 TREx D1 cells, calcium flux, dopamine EC80; hits give low values; in the data active means activity change below about -30%; further: on the % scale 0 is the no-effect control and ±100 the full control effect
Target sequence (P21728 whole entry, looked up): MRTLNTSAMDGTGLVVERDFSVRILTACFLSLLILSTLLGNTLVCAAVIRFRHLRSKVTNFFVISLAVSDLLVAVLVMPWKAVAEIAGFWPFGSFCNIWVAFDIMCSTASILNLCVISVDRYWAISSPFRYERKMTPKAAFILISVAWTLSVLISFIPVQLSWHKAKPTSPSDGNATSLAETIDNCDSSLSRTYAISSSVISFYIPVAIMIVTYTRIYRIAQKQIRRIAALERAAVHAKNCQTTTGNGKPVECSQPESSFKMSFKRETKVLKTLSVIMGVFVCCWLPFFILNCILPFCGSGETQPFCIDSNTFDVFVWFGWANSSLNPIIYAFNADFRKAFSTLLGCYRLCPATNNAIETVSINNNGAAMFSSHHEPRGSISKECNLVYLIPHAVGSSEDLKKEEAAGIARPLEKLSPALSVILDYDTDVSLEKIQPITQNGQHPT
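Antagonism measured as reduced calcium response to an EC80 dopamine addition following 180 s compound pre-read; cells were inducible HEK293 Trex D1 plated overnight at 30 C, read kinetically at 1 cycle/sec.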
D1 ag: activates the human D1 dopamine receptor; HEK293 T-REx D1 cells, calcium flux, agonist mode; activation, % at 2 µM; hit rate 1% among 360,000; AID 504660; in the data active means activation above about 30%; further: 0% is about no effect
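Tetracycline-induced HEK293 TREx D1 cells, force-coupled to calcium signalling, were dye-loaded with a no-wash calcium kit. Compound was pin-added after a 10 s baseline. Fluorescence was read kinetically at 1 cycle/s for 180 s, with calcium rises flagged as agonism.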
RXFP1 ag: agonists of human relaxin receptor RXFP1. Q9HBX9. HEK293T-RXFP1 cAMP TR-FRET, 30 min; response scale: percent of porcine relaxin response, buffer zero. Potency, µM (series often up to 57.5 µM), for the others: top-dose activation, most hits filed as activators. hit rate 0.3% among 370,000; further: potency means the concentration at half of the fitted maximal effect; on the % scale 0 is the no-effect control and ±100 the full control effect; nearly all actives have a fitted effect of over 60% in size; many of its hits are not listed in these tables
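Agonist response is measured as cAMP accumulation in an RXFP1-transfected HEK293T line under PDE4 inhibition. Values are scaled between buffer-only and 29 nM porcine relaxin, and EC50s come from standard Hill equation fits.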
RXFP1 antag: antagonists of human relaxin receptor RXFP1. Q9HBX9. hit rate 0.59% among 350,000. activity change, negative = inhibition, % at 57.5 µM. AID 1259400. HEK293-RXFP1, relaxin-stimulated cAMP HTRF, 30 min; hits give low values;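 active means activity change of -60% or lower, but not beyond a set lower limit; inconclusive means change between -60% and -40%, or beyond the set limit; inactive means change above -40%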; further: on the % scale 0 is the no-effect control and ±100 the full control effect
Vif-APOBEC3G blk: blocks the Vif interaction with human APOBEC3G. Q9HC16. HeLa A3G-eYFP + Vif (tagged APOBEC3G with the HIV-1 protein that degrades it), YFP fluorescence, overnight. Potency, µM (titrated, usually from 46.1 µM), for inactives: top-dose activity, negative = active, hits mostly inhibitors. hit rate 0.076% among 410,000;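 further: potency means the concentration at half of the fitted maximal effect; on the % scale 0 is the no-effect control and ±100 the full control effect; nearly all actives have a fitted effect of over 60% in size; hits raise eYFP signal because A3G escapes Vif-driven loss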
Target sequence (Q9HC16 whole entry, looked up): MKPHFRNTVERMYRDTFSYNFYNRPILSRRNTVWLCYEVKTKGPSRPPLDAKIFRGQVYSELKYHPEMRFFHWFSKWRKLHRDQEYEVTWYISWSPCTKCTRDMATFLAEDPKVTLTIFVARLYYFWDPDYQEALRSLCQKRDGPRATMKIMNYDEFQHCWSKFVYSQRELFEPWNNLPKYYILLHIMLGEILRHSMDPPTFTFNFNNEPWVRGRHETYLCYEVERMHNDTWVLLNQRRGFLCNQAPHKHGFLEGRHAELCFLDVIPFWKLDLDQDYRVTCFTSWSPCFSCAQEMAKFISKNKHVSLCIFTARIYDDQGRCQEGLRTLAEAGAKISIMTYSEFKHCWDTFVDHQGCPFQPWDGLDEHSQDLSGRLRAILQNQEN
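Read-out is eYFP fluorescence (Ex 488/Em 500-530) from Vif-expressing HeLa A3G-eYFP cells; more signal means A3G escaped Vif-mediated degradation. Cells plated overnight, compound pinned in, incubated overnight at 37 deg C.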
D2 PAM: positively modulates the human D2 dopamine receptor allosterically; P14416; HEK293 T-REx D2, calcium flux, EC20 dopamine potentiation; potentiation, % at 10 µM; AID 485347; hit rate 0.34% among 340,000;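 active means potentiation over 3 SD above the plate norm, cut at about 30% in these data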; further: 0% is about no effect
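Tetracycline-induced HEK293 T-REx cells force-coupled to calcium signalling expressed D2; compounds were pin-added after a 10 s baseline, read kinetically 180 s, then an EC20 dopamine challenge followed with a further 180 s calcium read.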
D1 potentiator: enhances dopamine response at the human D1 receptor; P21728; HEK293 TREx D1 cells, calcium flux, dopamine EC20 potentiation; potentiation, % at 10 µM; hit rate 0.036% among 360,000; AID 504651; in the data active means potentiation above about 30%; further: 0% is about no effect
Vif-A3F inh: Vif-A3F binding inhibition | Potency, µM (highest dose often 46.1 µM), without a hit: at the top dose activity, negative = active | hit rate 0.2% among 390,000 | HeLa A3F-eYFP + Vif (tagged APOBEC3F with the HIV-1 protein that degrades it), YFP fluorescence increase; further: potency means the concentration at half of the fitted maximal effect; % of control where 0% means no effect; nearly all actives have a fitted effect of over 65% in size
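HeLa cells stably expressing Vif plus C-terminally eYFP-tagged A3F were seeded, incubated overnight at 37 deg C, dosed with compound, incubated overnight again at 37 deg C. Yellow fluorescence (Ex 488/Em 500-530) reported blocked Vif-mediated A3F-eYFP degradation.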
GRP78 ERSR act: inducers of ER stress response in human glioma cells; U87-MG GRP78 promoter luciferase reporter, 16 h; Potency, µM, without a hit: at the top dose activation, actives largely listed as activators; hit rate 0.02% among 420,000; AID 602332; further: potency means the concentration at half of the fitted maximal effect; series mostly up to about 76 µM; % of control where 0% means no effect; nearly all actives have a fitted effect of over 35% in size
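ERSR induction read as luciferase luminescence (Bright-Glo, 10 min at room temperature) in stably transfected human U87-MG glioma cells exposed to compounds for 16 h, using GRP78 as sensor.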
* hit, by the source's call; ? = inconclusive; · = no result given. Unless noted, the call rests on the fitted dose curve; in most records, active means well fitted curve in the direction sought with a large enough effect; inconclusive means small, poorly fitted or top-dose-only effect, or another doubt; inactive means no such curve, though single readings can be large; an effect the other way counts as inactive or inconclusive. Not all compounds are listed; the hit share may differ from the screen's.

(1) C[C@H]1CN([C@@H](C)CO)C(=O)CCCn2nncc2CO[C@@H]1CN(C)C(=O)c1ccccc1
(2) Cc1cc(NC(=O)c2cccs2)n(-c2nc3ccccc3[nH]2)n1
(3) CCOC(=O)c1ccc(NC(=S)N2CCCC2)cc1
(4) O=C(NCCc1ccccc1)c1cccnc1
(5) CCOC(=O)Cc1csc(NC(=O)CCSc2ccccc2)n1
(6) O=C(CN1CCN(c2ccccc2F)CC1)NC(=O)NCc1ccccc1
(7) O=C(O)CC(CC(=O)N1CCN(C(=O)c2ccco2)CC1)c1ccccc1 (configuration not stated)
(8) CCOC(=O)c1c(C)oc2ncnc(N3CCN(c4ccc(C)cc4C)CC3)c12

Compound | 1 | 2 | 3 | 4 | 5 | 6 | 7 | 8
D1 antag | · | -23 | -5 | -2 | -13 | -4 | 13 | 8
D1 ag | · | 10 | 2 | 2 | 6 | 1 | 3 | 0
RXFP1 ag | · | 2.4% | -1.0% | 0.0% | 1.1% | -0.5% | 3.3% | 1.0%
RXFP1 antag | 12 | ? | -1 | 8 | 3 | -7 | 7 | ·
Vif-APOBEC3G blk | -9% | -12% | 0% | 1% | -7% | 0% | 3% | 2%
D2 PAM | · | 0 | 8 | -5 | -4 | · | -1 | -6
D1 potentiator | · | -11 | 3 | -2 | -4 | -12 | 7 | -4
Vif-A3F inh | -14% | -1% | -9% | · | -1% | -6% | 0% | 6%
GRP78 ERSR act | -3% | -5% | 2% | -1% | 0% | -4% | 0% | -2%

Reprinted from the part before: three compounds, then new ones.
(6) O=C(CN1CCN(c2ccccc2F)CC1)NC(=O)NCc1ccccc1
(7) O=C(O)CC(CC(=O)N1CCN(C(=O)c2ccco2)CC1)c1ccccc1 (configuration not stated)
(8) CCOC(=O)c1c(C)oc2ncnc(N3CCN(c4ccc(C)cc4C)CC3)c12
(9) COC(=O)c1ccc(C2NC(=S)N(c3ccccc3)C(C)=C2C(=O)Nc2ccccc2OC)cc1 (configuration not stated)
(10) Cc1cc(NC(=O)CSc2nc3ccccc3cc2C#N)no1
(11) CC(=O)c1ccc(S(=O)(=O)Nc2cccc(-c3ccc(N4CCCCCC4)nn3)c2)cc1
(12) O=C(NCCCn1cccn1)c1cc(COc2ccccc2)on1
(13) O=C(O)CSc1nnc(-c2ccc(Cl)cc2Cl)n1-c1ccc(Cl)cc1
(14) CCn1nc(-c2ccccc2)c(-c2ccccc2)c(C(=O)Nc2nc(C)c(C(C)=O)s2)c1=O
(15) COc1cccc(C2c3c(oc4ccc(F)cc4c3=O)C(=O)N2CCCN2CCOCC2)c1 (configuration not stated)
(16) COc1ccc(CNC(=O)CCCCCNc2nc(=S)[nH]c3ccccc23)cc1

Compound | 6 | 7 | 8 | 9 | 10 | 11 | 12 | 13 | 14 | 15 | 16
D1 antag | -4 | 13 | 8 | · | -3 | 10 | · | 3 | 11 | 3 | -16
D1 ag | 1 | 3 | 0 | -1 | 1 | 3 | · | 3 | 3 | 2 | 4
RXFP1 ag | -0.5% | 3.3% | 1.0% | 3.6% | -3.7% | -0.3% | · | 1.3% | 0.6% | 2.5% | -0.5%
RXFP1 antag | -7 | 7 | · | 13 | -3 | -5 | 4 | -36 | -38 | 1 | ?
Vif-APOBEC3G blk | 0% | 3% | 2% | -5% | -15% | -2% | 2% | 1% | -4% | -3% | 3%
D2 PAM | · | -1 | -6 | 29 | -14 | · | · | 2 | -9 | -2 | -15
D1 potentiator | -12 | 7 | -4 | 0 | -4 | 0 | · | -16 | 0 | -1 | -2
Vif-A3F inh | -6% | 0% | 6% | 3% | ? | -5% | -6% | 12% | 0% | 1% | 11%
GRP78 ERSR act | -4% | 0% | -2% | -3% | 11% | 3% | 0% | -1% | -4% | -2% | -7%

(17) COc1ccccc1Oc1nc([N+](=O)[O-])nn1CC(N)=O
(18) CCCn1c(SCC(N)=O)nnc1C(C)C
(19) CCOc1cccc(CNCCSc2nnnn2C)c1
(20) Brc1ccc2oc(-c3ccn[nH]3)cc2c1
(21) CCOCCCn1c(SCC(=O)Nc2cc(OC)ccc2OC)nc2ccccc2c1=O
(22) c1ccc(CN2CCC3CC2c2ccc(N4CCOCC4)cc23)cc1 (configuration not stated)
(23) NC(=O)CSc1ncc(-c2ccccc2)[nH]1
(24) COc1ccc(C)cc1NC(=O)COC(=O)c1c(-c2ccccc2)noc1C

Compound | 17 | 18 | 19 | 20 | 21 | 22 | 23 | 24
D1 antag | 4 | 12 | 8 | 1 | 19 | · | -7 | ·
D1 ag | 3 | 1 | 5 | -1 | 0 | · | 6 | ·
RXFP1 ag | -1.3% | -1.3% | -1.5% | -0.3% | 1.0% | · | 0.0% | ·
RXFP1 antag | -8 | -11 | -16 | 1 | -6 | 1 | 14 | -1
Vif-APOBEC3G blk | -4% | -1% | -1% | 0% | -4% | 0% | -1% | -6%
D2 PAM | · | -10 | -1 | -8 | -5 | · | -12 | ·
D1 potentiator | 4 | 7 | -3 | -3 | -7 | · | -6 | ·
Vif-A3F inh | -13% | 1% | 5% | ? | -16% | -11% | -2% | 6%
GRP78 ERSR act | -2% | -3% | -2% | 1% | -5% | -3% | 3% | 0%

(25) COc1cc(C(=O)Nc2nnc(-c3sccc3C)s2)cc(OC)c1OC
(26) CCC(C)c1c(N)n(S(=O)(=O)c2ccc(C)cc2)oc1=O (configuration not stated)
(27) COc1ccccc1N/C=C/C(=C(C#N)C#N)N(C)C
(28) Cc1nn(CC(=O)OCC(=O)NCCc2ccc(S(N)(=O)=O)cc2)c(C)c1[N+](=O)[O-]
(29) Nc1ccc2c(c1)C(=O)N(CCCCCC(=O)O)C2
(30) COc1ccc(/C=N/OCC(=O)N(Cc2ccc(OC)cc2)c2ccccc2C(=O)O)cc1
(31) O=c1cc(Cl)[nH]c(=O)n1Cc1ccc(F)cc1
(32) CCN(CC)CCn1c2c(c(SCC(=O)Nc3ccc(F)c(F)c3)nc1=O)CCC2

Compound | 25 | 26 | 27 | 28 | 29 | 30 | 31 | 32
D1 antag | 4 | · | -4 | 1 | -19 | 3 | 4 | 1
D1 ag | 1 | · | 1 | 2 | 3 | 1 | 4 | 8
RXFP1 ag | 20% | · | -1.3% | 2.9% | 1.3% | -0.2% | 3.1% | -0.5%
RXFP1 antag | -8 | 12 | -11 | 3 | 4 | -6 | -13 | -2
Vif-APOBEC3G blk | -8% | 0% | 1% | 1% | 2% | 0% | 2% | 3%
D2 PAM | -2 | · | -2 | -4 | -1 | -13 | -9 | 5
D1 potentiator | 1 | · | -5 | -3 | -11 | 2 | 5 | 12
Vif-A3F inh | 7% | 4% | -2% | 2% | 5% | 2% | -1% | 4%
GRP78 ERSR act | -4% | -3% | 2% | 0% | -4% | 0% | -5% | -2%

(33) O=C(COc1ccc(Cl)cc1)Nc1cnn(Cc2c(Cl)cccc2Cl)c1
(34) CCOc1ccc(S(=O)(=O)Nc2ccc(S(=O)(=O)N3CCCCC3)cc2)cc1
(35) CCOC(=O)C1CCCN(C(=O)c2cn(C)c3ccc(S(=O)(=O)N4CCCC4)cc3c2=O)C1 (configuration not stated)
(36) COc1ccc(NC(=O)c2ccc(NS(=O)(=O)c3cccc4cccnc34)cc2)cc1
(37) N#CCSc1nc2c(cc1C#N)CCCCCC2
(38) Clc1c(OCCCn2ccnc2)ccc2ccccc12
(39) Cc1cc(CC(=O)O)c(C)cc1CC(=O)O
(40) COC(=O)C1SCCN1S(=O)(=O)c1ccc(Cl)cc1 (configuration not stated)

Compound | 33 | 34 | 35 | 36 | 37 | 38 | 39 | 40
D1 antag | 2 | 8 | -10 | -12 | -20 | -26 | 1 | ·
D1 ag | 7 | 3 | 3 | 1 | 3 | 19 | 3 | ·
RXFP1 ag | 3.5% | 0.4% | 0.8% | 0.2% | 1.0% | 3.8% | -0.1% | ·
RXFP1 antag | -3 | -16 | 18 | -19 | 14 | -19 | -13 | -5
Vif-APOBEC3G blk | -1% | -8% | 2% | -29% | 3% | -1% | 2% | 2%
D2 PAM | -8 | -1 | -4 | 7 | · | 2 | -7 | ·
D1 potentiator | -1 | 2 | -1 | -5 | -6 | -7 | -6 | ·
Vif-A3F inh | -12% | 0% | -9% | -38% | 8% | -7% | -6% | 10%
GRP78 ERSR act | -2% | -4% | -3% | 5% | -3% | 4% | -2% | 8%

(41) Cc1ccc(CN=C2NC(=O)C(CC(=O)NCCc3ccccc3)S2)cc1 (configuration not stated)
(42) COc1ccc(OC)c(S(=O)(=O)Nc2ccc(O)c(Sc3ncn[nH]3)c2)c1
(43) CCCN(C(=O)/C=C/c1ccc(S(=O)(=O)N(CC)CC)cc1)C1CCS(=O)(=O)C1 (configuration not stated)
(44) Cc1ccc(NC(=O)CCN2CCN(CCO)CC2)cc1C
(45) O=C(Cc1ccc(F)cc1)Nc1ccc(S(=O)(=O)N2CCCCC2)cc1
(46) COc1ccc(CNc2ncc(-c3ccc(F)cc3)n2C)cc1OC
(47) Cn1c(=O)c2c(nc3n2CC(O)CN3c2ccc(O)cc2)n(C)c1=O (configuration not stated)
(48) CCOC(=O)c1ccccc1NC(=O)COC(=O)CSCC(=O)Nc1cc(C)on1
(49) CC(C)c1ccc(-c2nc(C(N)=O)c3c(n2)n(-c2ccc4c(c2)OCO4)c(=O)n3C)cc1

Compound | 41 | 42 | 43 | 44 | 45 | 46 | 47 | 48 | 49
D1 antag | -1 | 4 | · | 3 | 8 | -41* | 0 | -10 | 21
D1 ag | 1 | 0 | · | 0 | 7 | 3 | -3 | 6 | 4
RXFP1 ag | 0.6% | -0.9% | · | -0.1% | 0.8% | -0.4% | 8.1% | 0.2% | 6.5%
RXFP1 antag | · | 6 | -2 | · | -24 | 6 | -1 | -1 | ·
Vif-APOBEC3G blk | · | 1% | 0% | 0% | -5% | 2% | 1% | -3% | 0%
D2 PAM | · | 14 | · | -2 | 4 | -2 | 15 | 5 | 8
D1 potentiator | -7 | 1 | · | -1 | -4 | -10 | 8 | -2 | 7
Vif-A3F inh | · | 0% | -15% | 0% | -7% | 1% | -8% | -3% | -3%
GRP78 ERSR act | · | -2% | -6% | -4% | -9% | -3% | -5% | -2% | 3%
